High-throughput results as filed in PubChem.
PI5P4Ka inh: blocks human PI5P4K alpha kinase activity; max response, %; P48426; PI5P4Kalpha enzyme, ADP-Glo luminescence, 60 min; hits give low values; 1.2% of 330,000 active; AID 652105; active = max response of -50% or lower; inconclusive = between -30% and -50%; inactive = -30% or higher; note: value at the top dose of about 77 µM; % is set by controls: 0 for no effect and ±100 for the full control effect
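PI5P4Kalpha ADP-Glo assay; 5 microM ATP final; 60 min RT reaction; HEPES pH 7.4/EGTA/CHAPS, 5% DMSO; controls lacking substrate or enzyme; luminescent end-point.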
WRN helicase inh: blocks human WRN helicase; WRN helicase unwinding, fluorescent forked duplex, kinetic; 0.46% of 360,000 active; AID 651768; Potency, µM (titrated, usually from 114 µM), for inactives: at the highest dose activity change, negative = inhibition, actives largely listed as inhibitors; Q14191; note: potency is the fitted concentration of half-maximal effect; % is set by controls: 0 for no effect and ±100 for the full control effect; nearly all actives have a fitted effect of over 55% in size
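Screening of the MLSMR collection measured strand separation of a quenched forked DNA duplex (100 nM) by 20 nM WRN with 2 mM ATP, all final. Compounds were preincubated with enzyme 15 min at room temperature.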
EPAC2 antagonist: EPAC2 (human) antagonism. Q8WZA2. EPAC2 GEF exchange of Rap1B-BODIPY-GDP, fluorescence. Potency, µM (titrated, usually from 114 µM), without a hit: at the highest dose activity, negative = inhibition, most hits filed as inhibitors. 0.18% of 360,000 active; note: potency is the fitted concentration of half-maximal effect; % is set by controls: 0 for no effect and ±100 for the full control effect; nearly all actives have a fitted effect of over 45% in size; many of its hits are not listed in these tables
PLK1 PBD block: PLK1 (human) polo-box domain binding inhibition; Plk1 PBD binding of FITC phosphopeptide, fluorescence polarization; P53350; 2.8% of 360,000 active; Potency, µM, without a hit: max response, negative = inhibition, usual class: inhibitors; note: potency is the fitted concentration of half-maximal effect; series mostly up to about 57 µM; % is set by controls: 0 for no effect and ±100 for the full control effect; nearly all actives have a fitted effect of over 65% in size
MmCpn inh: inhibitors of Methanococcus maripaludis chaperonin (MmCpn). purified Mm-Cpn ATPase, ADP Transcreener TR-FRET. 0.031% of 330,000 active. AID 504842. Potency, µM (doses to about 76.9 µM), for inactives: top-dose activity, negative = inhibition, hits mostly inhibitors; note: potency is the fitted concentration of half-maximal effect; % is set by controls: 0 for no effect and ±100 for the full control effect; nearly all actives have a fitted effect of over 80% in size
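Measured: ADP formation by purified Mm-CPN. Conditions: 25 nM protein, 10 uM ATP, Tris pH 7.4 with Mg2+, K+ and DTT, 37°C for 30 min. Detection: Transcreener HTRF after 30 min at room temperature.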
CCT chaperon mod: cytosolic chaperonin activity modulation; activity change, % (no concentration beside the values), hits read low; purified chaperonin ATPase assay, HTRF ADP detection, 30 min; 0.3% of 360,000 active; in the data active = activity change below about -30%; note: % is set by controls: 0 for no effect and ±100 for the full control effect
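We incubate TRiC, 40 or 20 nM final, with library compounds at 76 uM and 10 uM ATP for 30 min at 37 °C. ADP formed is detected with Transcreener HTRF reagents after 30 min at room temperature.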
EPAC1 ag: agonists of human EPAC1. EPAC1 agonist qHTS, biochemical assay; response scale: 100% = response to 6.5 mM cAMP. Potency, µM (doses to about 154 µM), for inactives: top-dose activation, usual class: activators. 0.073% of 360,000 active. AID 720707; note: potency is the fitted concentration of half-maximal effect; nearly all actives have a fitted effect of over 60% in size
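Compounds were pinned as a concentration titration into mixtures of EPAC1 (100 nM), BODIPY-GDP-loaded Rap1B (250 nM) and GDP (50 uM). After 5 min at room temperature, fluorescence was followed for 30 min; activity was scaled to 6.5 mM cAMP.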
EPAC1 antag: EPAC1 (human) antagonism; Potency, µM (top dose mostly 115 µM), for the others: at the top dose activity change, negative = inhibition, usual class: inhibitors; EPAC1 GEF assay, Rap1b-BODIPY-GDP exchange fluorescence; O95398; 0.14% of 360,000 active; AID 720709;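 note: potency is the fitted concentration of half-maximal effect; plate controls were vehicle for no effect and positive control for full effect; nearly all actives have a fitted effect of over 50% in size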
The depositor's hits bear a star; ? = inconclusive; · = not tested or not shown; [ ] = another dose, or the depositor's remark. Unless noted, calls come from the whole dose curve; as a rule, active = well fitted curve in the direction sought with a large enough effect; inconclusive = small, poorly fitted or top-dose-only effect, or another doubt; inactive = no such curve, though single readings can be large; an effect the other way counts as inactive or inconclusive. Some of the compounds tested, so the mix of outcomes need not match the whole.

PI5P4Ka inh,WRN helicase inh,EPAC2 antagonist,PLK1 PBD block,MmCpn inh,CCT chaperon mod,EPAC1 ag,EPAC1 antag,smiles
-13,-22%,-3%,-14%,-2%,-3.5,5%,18%,Cc1cc(C)n2nc(SCC(=O)NC(=O)c3ccccc3Cl)nc2n1
-14,3%,1%,27µM*,·,-3.2,4%,5%,N#Cc1cc2c(nc1SCC(=O)N1CCCCC1)CCCCC2
-8,-13%,-3%,0%,-24%,1.0,10%,-4%,Cc1cc(C(=O)CSc2nnc(-c3cccs3)o2)c(C)n1-c1ccccc1
0,-15%,5%,-5%,-1%,-1.0,1%,13%,Cc1ccc(C)c(N2N=C(C(=O)Nc3nccs3)CCC2=O)c1
-2,-13%,7%,-5%,1%,-0.4,-1%,-6%,COc1ccc(C(CC(=O)O)NC(=O)c2cc3cc(Br)ccc3oc2=O)cc1OC (stereo not drawn)
·,2%,-4%,-1%,0%,0.5,1%,-11%,CCc1nc(C)cn1S(=O)(=O)c1cc(C)c(OC)c(C)c1C
-5,2%,-1%,-4%,-2%,0.2,-10%,?,CC(=O)c1ccc(NC(=S)N2CCCC(C(F)(F)F)C2)cc1 (stereo not drawn)
-1,-3%[57.1 µM],3%,3%,0%,-0.1,-5%,-18%,COc1ccc(C(=O)NC(C)c2ccc(-n3ccnc3)cc2)cc1[N+](=O)[O-] (stereo not drawn)
-6,2%,-7%,-20%,-3%,-1.2,-3%,-16%,Cc1noc(C)c1C(=O)Nc1nc2ccc(F)cc2s1
6,10%,9%,-6%,1%,1.2,-2%,26%,O=C(NNC(=S)Nc1ccccc1)c1cccnc1
1,4%,1%,-15%,1%,-1.5,-19%,-18%,Cc1nc(NC(=O)c2ccncc2)sc1C(=O)N(C)C
4,5%,5%,-1%,0%,0.2,0%,13%,Cc1ccc(S(=O)(=O)CCC(=O)OCc2nc(N)nc(Nc3ccccc3C)n2)cc1
0,-1%,9%,-3%,-1%,-1.4,-9%,-7%,COc1ccc(C(=O)NCC(=O)OCC(=O)NC2CCCCCC2)cc1OC
-56*,1%,-4%,29%,2%,0.2,4%,6%,COc1cc(/C=C2/C(=O)CNC2=O)ccc1O
-6,19%,6%,-3%,-2%,2.4,-2%,5%,CC(=O)N1CCN(CC(=O)Nc2c(Cl)cccc2Cl)CC1

Reprinted at random: 2 entries already listed, in no set order.
PI5P4Ka inh,WRN helicase inh,EPAC2 antagonist,PLK1 PBD block,MmCpn inh,CCT chaperon mod,EPAC1 ag,EPAC1 antag,smiles
0,-1%,9%,-3%,-1%,-1.4,-9%,-7%,COc1ccc(C(=O)NCC(=O)OCC(=O)NC2CCCCCC2)cc1OC
4,5%,5%,-1%,0%,0.2,0%,13%,Cc1ccc(S(=O)(=O)CCC(=O)OCc2nc(N)nc(Nc3ccccc3C)n2)cc1

Back to the main list with the 2 entries that preceded the break.
PI5P4Ka inh,WRN helicase inh,EPAC2 antagonist,PLK1 PBD block,MmCpn inh,CCT chaperon mod,EPAC1 ag,EPAC1 antag,smiles
-56*,1%,-4%,29%,2%,0.2,4%,6%,COc1cc(/C=C2/C(=O)CNC2=O)ccc1O
-6,19%,6%,-3%,-2%,2.4,-2%,5%,CC(=O)N1CCN(CC(=O)Nc2c(Cl)cccc2Cl)CC1
-68*,?,3%,27µM*,4%,-3.2,2%,-2%,O=C(NNc1nc(=O)c2cccnc2s1)c1ccccc1O
0,-7%,-12%,-4%,1%,-0.7,1%,7%,O=C(Nc1ccc(Cl)c(S(=O)(=O)N2CCCCC2)c1)c1ccncc1
3,-2%,-6%,-12%,-2%,-0.3,15%,-14%,CCOc1ccccc1NC(=O)COC(=O)CSc1ccc(Cl)cc1
·,-8%[11.6 µM],0%,-5%,-2%,-2.3,7%,-1%,CC1=CC2(O)OCCN(CCO)C2=CC1=O (stereo not drawn)
9,10%,16%,-2%,2%,0.3,-7%,12%,CCC(CC)C(=O)N1CCN(Cc2ccc3c(c2)OCO3)CC1
8,1%,-14%,-19%,0%,-1.4,1%,-24%,Cc1ccc(NC(=O)COC(=O)COc2ccc(Cl)cc2)c([N+](=O)[O-])c1
·,-8%[57.1 µM],-1%,-8%,-1%,-3.0,12%,8%,CCCC(=O)N(Cc1cc2cccc(C)c2[nH]c1=O)c1ccccc1OC
4,-2%,7%,-8%,·,1.3,5%,10%,C[C@@H]1CN([C@H](C)CO)C(=O)CCCn2cc(nn2)CO[C@H]1CN(C)C(=O)Nc1cccc2ccccc12
-7,4%,0%,-24%,1%,1.6,5%,-12%,COc1cccc2cc(S(=O)(=O)c3ccc(C)cc3)/c(=N/NS(=O)(=O)c3ccc(C)cc3)oc12
2,6%,13%,-6%,1%,1.2,-6%,1%,COc1ccc(S(=O)(=O)NCC(c2cccnc2)N2CCN(Cc3ccccc3)CC2)cc1C (stereo not drawn)
-25,-17%,-1%,-11%,-1%,-1.5,-3%,-7%,CS(=O)(=O)Nc1ccc(C2=NN(C(=O)c3ccco3)C(c3ccco3)C2)cc1 (stereo not drawn)
11,-6%,-13%,0%,·,0.3,-10%,-26%,CC(=O)Nc1cc2c(c([N+](=O)[O-])c1C)C(C)(C)CC2(C)C
-91*,-26%,-10%,-17%,2%,-2.7,-9%,2%,CC(=O)Oc1ccc2c(=O)c(/C=N/c3cc(=O)[nH]c(=S)[nH]3)coc2c1
6,-2%,-10%,-3%,3%,-12,-19%,-13%,O=Cc1c(Cl)cccc1Cl
3,-8%,-4%,1%,3%,-3.4,6%,-6%,CC(Cc1cccs1)NC(=O)c1cccc(Cl)c1 (stereo not drawn)
-14,11%,-4%,-8%,1%,-7.3,-1%,-13%,Cc1cc(NC(=O)CN2CCC(O)(c3cccc(F)c3)CC2)no1
6,0%,20%,1%,3%,2.3,2%,12%,COCCNc1nc2nonc2nc1N1C[C@H]2CC[C@H]1C2
-4,-23%,12%,-16%,-1%,-0.2,-17%,2%,CCc1ccc(C(=O)N2CCN(c3ccc(NC(=O)c4cccnc4)cc3)CC2)cc1
0,-3%,-2%,-2%,1%,-0.6,6%,1%,Cc1ccc(C(=O)NCCCn2ccnc2)o1
2,10%,-5%,-16%,-1%,-2.1,-1%,15%,CCOC(=O)C1CCN(C(=O)COc2ccc(C(=O)c3ccccc3)cc2)CC1
4,14%,0%,-4%,0%,-1.1,0%,-11%,CCCc1cc(NC(=O)COC(=O)c2ccc(O)cc2O)n(-c2ccccc2)n1
7,-15%,0%,0%,-19%,-0.2,8%,-25%,COC(=O)c1ccccc1NC(=O)c1cn(-c2ccc(C)c(C)c2)c(=O)c2ccccc12
6,-25%,-12%,-8%,2%,1.5,-2%,-7%,Cn1c(=O)c2c(nc(SCc3ccccc3F)n2C)n(C)c1=O
2,-1%,-5%,-9%,-4%,-2.6,7%,-10%,COc1cc(C(=O)OCc2ccc(C)cc2)cc(NC(=O)c2cccs2)c1OC
0,0%,-10%,-12%,·,-0.7,12%,8%,CN1CCN(C(=O)N(c2ccccc2)c2ccccc2)CC1
1,2%,-6%,-21%,1%,0.3,-2%,4%,CCc1ccc(-c2cc3c(=O)n(CC(=O)N4CCCC4)nc(C)n3n2)cc1
-26,-10%,8%,-22%,0%,-2.2,5%,-12%,CC(C)c1nnc(NC(=O)C2CC(=O)N(CCc3ccc(F)cc3)C2)s1 (stereo not drawn)
1,9%,-9%,-2%,0%,0.0,-10%,3%,COc1ccc(C(=O)OCC(=O)NCc2cccs2)c(OC)c1OC
·,6%,7%,-1%,2%,-4.4,-6%,3%,c1ccc(N2CCN(c3nc4cc5c(cc4s3)OCCO5)CC2)cc1
3,0%,-1%,6%,0%,-0.2,-9%,-2%,COc1ccc(S(=O)(=O)NCCc2c[nH]c3ccc(C)cc23)cc1
1,0%,-6%,-6%,?,-0.9,2%,-2%,Cc1ccc(/C=N/n2c(C)nnc2C)cc1
0,10%,19%,-9%,-2%,-3.5,17%,4%,CN1CCCN(C(=O)c2c(F)cccc2Cl)CC1
·,-10%,13%,1%,-2%,0.2,0%,2%,CCOC(=O)C1=C(O)CCn2c1nc1ccccc12
·,1%,11%,1%,·,-12,-5%,15%,Cc1nonc1NC(=O)c1ccccc1Br
-2,6%[57.1 µM],-1%,1%,-4%,2.3,9%,4%,Cc1ccc2cc(C#N)c(N3CCCN(C(=O)c4cnccn4)CC3)nc2c1
-6,12%,-18%,-18%,·,0.8,9%,8%,C[C@@H]1CN([C@@H](C)CO)C(=O)CCCn2nncc2CO[C@H]1CN(C)S(=O)(=O)c1ccc(-c2ccccc2)cc1
-1,5%,-1%,-8%,-7%,-2.4,2%,10%,Cn1nc(-c2ccccc2)c(/C=N/O)c1Cl
-5,3%,-14%,-13%,-1%,-3.8,9%,-11%,Fc1ccc(N2CCN(c3nc(CN4CCOCC4)nc4scc(-c5ccccc5)c34)CC2)cc1
2,-2%,-8%,-4%,2%,0.6,0%,-19%,CN(C)CCCN(C(=O)c1ccco1)c1nc2ccc(F)cc2s1
1,-3%,-4%,-7%,?,-3.5,9%,9%,O=C(CSc1nnc(SCc2ccc(Cl)cc2)s1)c1ccc2c(c1)OCO2
-2,5%,-5%,-14%,1%,-1.0,-1%,-2%,CC(=O)Nc1cccc(/C(C)=N/N2C(C)CCCC2C)c1 (stereo not drawn)
1,-7%,?,-5%,0%,-1.1,-2%,-27%,N#C/C(=C\c1cc2ccccc2nc1N1CCOCC1)C(=O)Nc1ccc(N2CCOCC2)cc1
-6,2%,26%,-5%,0%,-0.2,9%,15%,CC(C)(C)NC(=O)c1cccc(NC(=O)c2ccco2)c1
-6,1%,0%,1%,1%,-1.8,-1%,-19%,CCCC(c1nnnn1C1CCCCC1)N1CCN(C(=O)c2ccco2)CC1 (stereo not drawn)
2,3%,10%,-1%,1%,0.3,-5%,24%,Cc1ccc(C(C)C)cc1OCCCCN1CCCC1
-2,5%,9%,2%,1%,-2.9,-3%,1%,COc1cccc(-n2nc3c(-n4ncc(C#N)c4N)nnc(C)c3c2C)c1
